sPLA2-III inh: human group III sPLA2 inhibitors, primary screen, biochemical, QFRET, BODIPY PC-A2 liposome substrate | inhibition, % at 12.2 µM | Group 3 secretory phospholipase A2 (Homo sapiens), Q9NZ20 | QFRET BODIPY PC-A2 liposome hydrolysis, fluorescence | hit rate 0.56% among 370,000;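 active = inhibition above mean plus 3 SD of compounds lying within the high and low control bounds, cut at about 19% in these data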;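 also: 0% = median of test compound wells and 100% = no enzyme DMSO wells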
Target sequence (Q9NZ20 whole entry, looked up): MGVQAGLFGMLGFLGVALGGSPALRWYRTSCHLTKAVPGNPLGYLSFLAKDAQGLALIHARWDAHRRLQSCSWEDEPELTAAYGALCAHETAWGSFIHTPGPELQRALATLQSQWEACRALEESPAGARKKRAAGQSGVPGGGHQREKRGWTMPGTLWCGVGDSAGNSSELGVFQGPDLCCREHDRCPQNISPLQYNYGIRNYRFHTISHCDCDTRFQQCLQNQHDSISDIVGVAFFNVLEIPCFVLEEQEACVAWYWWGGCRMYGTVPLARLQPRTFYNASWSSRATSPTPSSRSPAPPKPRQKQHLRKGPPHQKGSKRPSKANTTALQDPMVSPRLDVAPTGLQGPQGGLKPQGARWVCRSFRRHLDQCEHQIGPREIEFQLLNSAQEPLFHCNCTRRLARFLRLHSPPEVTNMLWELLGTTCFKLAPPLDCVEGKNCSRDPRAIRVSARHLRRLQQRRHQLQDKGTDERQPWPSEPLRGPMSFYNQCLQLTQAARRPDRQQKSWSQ
hcDAF12 agonist: H. contortus DAF-12 nuclear receptor activators, primary screen, cell-based, luminescence, HEK293, lit1-tk-luc reporter; HEK293 hcDAF-12 lit1-tk-luc reporter; 0% DMSO, 100% Δ7-dafachronic acid; activation, % at 6.8 µM; hit rate 1.4% among 370,000;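 active = activation above the mean of all tested compounds plus 3 SD, cut at about 5.5% in these data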;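 also: 100% = response to 3 µM Δ7-dafachronic acid high control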
hgDAF-12 ag: H. glycines DAF-12 receptor agonists, primary screen, cell-based, luminescence, HEK293, GAL4 fusion, UAS-luciferase; Nuclear hormone receptor DAF-12 (Heterodera glycines), GAL4 fusion; HEK293 GAL4-hgDAF12 UAS-luciferase reporter, agonist luminescence; normalized to butyrate control; activation, % at 6.8 µM; hit rate 1.8% among 370,000; AID 687014, 2013;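 active = activation above a cutoff set at the mean of all screened compounds plus 3 SD, cut at about 10% in these data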;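 also: 0% = DMSO wells and 100% = sodium butyrate wells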
DAX1 inh-1: DAX1 (NR0B1) inhibitors, primary screen, cell-based, HEK293, Gal4-DAX1, luciferase luminescence | Nuclear receptor subfamily 0 group B member 1 (Homo sapiens), P51843 | HEK293 Gal4-DAX1 luciferase reporter | inhibition, % at 6.75 µM | hit rate 0.99% among 340,000 | AID 504766, 2011;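 active = inhibition above the mean over all tested compounds plus 3 SD, cut at about 4.2% in these data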;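 also: 0% = DAX1-transfected cells with DMSO and 100% = empty-vector control cells with DMSO; inhibition shows as a rise in luminescence from relieved DAX1 repression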
Target sequence (P51843 207-470 limits assumed): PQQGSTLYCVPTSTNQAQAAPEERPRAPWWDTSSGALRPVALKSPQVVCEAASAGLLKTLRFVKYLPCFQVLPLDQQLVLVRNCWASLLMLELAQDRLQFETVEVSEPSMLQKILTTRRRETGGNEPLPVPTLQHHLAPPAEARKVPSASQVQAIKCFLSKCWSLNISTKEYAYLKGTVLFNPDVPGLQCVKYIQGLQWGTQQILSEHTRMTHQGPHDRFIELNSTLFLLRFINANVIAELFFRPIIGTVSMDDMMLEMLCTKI
ssDAF-12 act: S. stercoralis DAF-12 nuclear receptor activators, primary screen, cell-based, luminescence, HEK293, GRIP1 co-expression, lit1-tk-luc; Nuclear hormone receptor DAF-12 (Strongyloides stercoralis); HEK293 ssDAF-12/GRIP1 lit1-tk-luc reporter; % of 3 µM dafachronic acid response; activation, % at 6.8 µM; hit rate 1% among 370,000;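 active = activation above the mean over all tested compounds plus 3 SD, cut at about 0.9% in these data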;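 also: 0% = DMSO-only wells and 100% = 3 µM delta7-dafachronic acid wells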
FXN GAA850 act: FXN promoter activators, primary screen, cell-based, luciferase luminescence, HEK293 lucGAA850 | HEK293 lucGAA850 FXN promoter luciferase reporter, 24 h; percent of 10 µM SAHA response | activation, % at 6 µM | hit rate 0.56% among 360,000 | AID 540364, 2011;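 active = activation above the average of all compounds screened plus 3 SD, cutoff fixed separately per campaign, cut at about 7.5% in these data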;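 also: 0% = DMSO wells and 100% = 10 µM SAHA wells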
NR1D1 modulator: modulators of Rev-erb alpha DNA binding, primary screen, biochemical, FITC-DNA, fluorescence polarization, uHTS; hit rate 0.79% among 370,000; Nuclear receptor subfamily 1 group D member 1 (Homo sapiens), P20393; activity, % at 10 µM; Rev-erbα–FITC-DNA binding, 90 min; AID 1259318, 2017;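 active = activity above about 14%, limit read from the data; passing the limit was not always enough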;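 also: 0% = DMSO wells with 35 nM protein and 100% = DMSO wells with 750 nM protein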
PG9 Ab binder: binders of HIV-1 gp120 antibody PG9, primary screen, biochemical, TR-FRET; hit rate 0.43% among 360,000; AID 624416, 2012; TR-FRET gp120-PG9 antibody binding; inhibition, % at 6.7 µM; HIV-1 gp120 / PG9 antibody interaction; in the data active = inhibition above about 8.5%
PLCb3 inh: human PLC-beta3 inhibitors, primary screen, biochemical, fluorescence; 1-phosphatidylinositol 4,5-bisphosphate phosphodiesterase beta-3 (Homo sapiens), Q01970; Purified PLC-beta3, fluorogenic substrate; inhibition, % at 12.2 µM; hit rate 0.18% among 370,000; AID 720704, 2013; in the data active = inhibition above about 11%;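 also: 0% = median of compound wells on plate and 100% = full blocker control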
DAX1 inh-2: DAX1 (NR0B1) inhibitors on StAR promoter, primary screen, cell-based, luminescence, SF-1 (NR5A1), full-length DAX-1 | inhibition, % at 6.8 µM | HEK293T StAR-luciferase reporter, SF-1/DAX-1 repression relief | hit rate 1.1% among 370,000 | AID 652010, 2013;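 active = inhibition above the mean over all tested compounds plus 3 SD, cut at about 3.6% in these data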;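 also: 0% = DAX-1 cells with DMSO and 100% = cells lacking DAX-1 with DMSO; higher inhibition means more luminescence from relief of DAX-1 repression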
SMARCA2 activ: SMARCA2 (BRM) function activators, primary screen, cell-based, luminescence, high throughput; MG213 cells, MMTV-luciferase reporter, dexamethasone, overnight; activation, % at 9.1 µM; hit rate 1% among 370,000; AID 652017, 2013; in the data active = activation above about 7.8%;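 also: 0% = vehicle wells and 100% = reference activator wells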
* hit, by the source's call; i = inactive; . = not tested or not shown; & = joins results of further samples. Random draw from the library (roughly 7% active in at least one column).

SMILES | sPLA2-III inh | hcDAF12 agonist | hgDAF-12 ag | DAX1 inh-1 | ssDAF-12 act | FXN GAA850 act | NR1D1 modulator | PG9 Ab binder | PLCb3 inh | DAX1 inh-2 | SMARCA2 activ
Cc1ccc(-n2nc3c(=O)n(CC(=O)NCCCc4ccccc4)nc(C)c3c2C)cc1 | -1 | -0.4 | -1.8 | 0.0 | -0.8 | -1.8 | 2 | -1.4 | -5 | -0.3 | 1
C=CCN(c1ccccc1C(=O)NCC(=O)O)S(=O)(=O)c1ccc(C)cc1 | 1 | -0.1 | 1.2 | 0.3 | -1.7 | 0.7 | -2 | 1.9 | -9 | 0.1 | 1
N=c1sccn1CC(=O)Nc1ccc(SC(F)F)cc1 | 0 | 0.8 | 3.9 | 0.1 | -1.6 | -0.4 | -1 | 1.5 | -4 | -2.0 | -3
O=C(Nc1ccc(F)c(Cl)c1)c1csc([C@H]2C[C@H](O)[C@@H](CO)O2)n1 | 9 | 1.2 | 8.1 | . | -0.7 | 2.7 | 0 | 2.9 | 2 | 1.1 | 0
COC(=O)[C@]12C[C@H](CC(=O)NCc3ccc(C)o3)C(=O)N(CCC3=CCCCC3)C1=C[C@H](C(C)C)O[C@@H]2C1CC1 | -8 | -0.9 | -1.5 | . | 2.1* | . | -3 | . | 0 | -0.2 | -4
OC(CCc1cccc(Cl)c1)c1cccs1 (configuration not stated) | -1 | 0.2 | 4.2 | 0.9 | -1.6 | 1.5 | 0 | 0.6 | -4 | 0.1 | 0
Cc1cc(C)c(NC(=O)c2cccs2)c(C)c1NC(=O)c1cccs1 | 1 | -1.0 | 1.2 | -1.2 | -0.2 | -0.7 | 8 | 1.0 | -4 | 0.0 | 0
Cc1ccc(SCC(=O)N2CCN(c3ccccn3)CC2)cc1 | 2 | -0.9 | 4.0 | 1.3 | -1.1 | 0.1 | -1 | -0.5 | -9 | 0.4 | 1
O=C(NC12CC3CC(CC(C3)C1)C2)c1ccc(N2CCNCC2)c([N+](=O)[O-])c1 | 0 | -3.0 | -2.1 | -0.2 | -2.2 | -0.1 | -4 | -0.7 | -7 | 0.5 | -3
CCN(CCO)C(=S)Nc1cc(S(=O)(=O)N(C)C)ccc1C | 0 | -0.7 | 3.8 | 0.0 | -1.7 | -0.4 | -3 | -2.1 | -2 | -0.1 | -1
O=C(NC1CCCC1)C1CC(c2ccc(F)cc2)=NO1 (configuration not stated) | 5 | 0.2 | 4.2 | 2.9 | -1.4 | -0.1 | 5 | 4.3 | 0 | 0.4 | 3
Nc1ccn([C@H]2C[C@H](O)[C@@H](CO)O2)c(=O)n1 | 6&-3 | -0.5&-0.2 | 4.2&-2.3 | 0.7&0.0 | -1.4&-0.7 | -0.8&-0.4 | 1&2 | -0.8&0.1 | 3&1 | -0.5&0.1 | -4&-4
O=C1C(C=Nc2ccccc2O)=C(O)c2ccccc21 | -10 | 20* | 16* | 0.1 | 2.0* | 3.2 | 3 | -2.0 | -3 | 5.9* | 8
COc1ccc(C(CC(=O)N2CCCC2)c2c(OC)cc(OC)c3c(-c4ccccc4)cc(=O)oc23)cc1 (configuration not stated) | -9 | -3.1 | -1.9 | -0.6 | -1.6 | 1.5 | -23 | -1.7 | -153 | -0.6 | -1
O=C(c1cc([N+](=O)[O-])ccc1Cl)N1c2ccccc2Sc2ccccc21 | -1 | -1.5 | 3.4 | -1.4 | -1.4 | 0.0 | 2 | 0.8 | 3 | -0.2 | -2
Cc1cc(NC(=O)CCCN2C(=O)/C(=C/c3cccs3)SC2=S)no1 | 10 | -1.5 | -2.0 | 0.4 | 0.7 | 0.8 | -1 | -0.4 | -2 | 0.0 | -2
O=C(COC(=O)Cn1nnc2ccccc21)Nc1ccccc1Br | -4 | -0.5 | -3.7 | -2.5 | -0.4 | 0.2 | -2 | -1.4 | 4 | 0.7 | 1
O=C(NCn1ccc(=O)[nH]c1=S)c1ccccc1 | 9 | -0.3 | 0.7 | 1.1 | -1.2 | 2.6 | -5 | -1.3 | -1 | -0.2 | -1
Cc1ccc(-c2ccc(/C=N\n3cnnc3)o2)c(Br)c1 | 1 | -3.4 | -0.1 | 0.1 | -1.7 | 0.6 | 4 | 0.3 | -9 | -1.3 | -2
Cc1nc(-c2ccccc2)nc2[nH]c(=O)n(-c3ccccc3)c(=O)c12 | 0 | -0.5 | 1.1 | -0.4 | -1.4 | -1.1 | -6 | 3.9 | 0 | 0.1 | 11*
O=C(Cc1ccccc1)Nc1ccc(N2CCCCC2)cc1 | 5 | 5.5 | 25* | 1.6 | 1.7* | 6.8 | 1 | -4.4 | 2 | 5.1* | 5
Cc1nc2c(sc(=S)n2Cc2ccco2)c(=O)n1CC(=O)Nc1ccccc1Cl | 5 | -0.3 | 1.9 | 0.1 | -0.9 | -1.5 | 5 | 2.2 | 0 | 0.8 | 0
CSCCC(NC(=O)c1ccco1)C(=O)OC(C)C(=O)NC(=O)NC1CCCCC1 (configuration not stated) | -3 | -0.3 | -0.2 | -1.0 | -0.5 | 1.5 | -2 | -2.0 | 2 | 1.0 | -2
COc1cccc(C2NC(=O)NC(C)=C2C(=O)OCCSC)c1OC (configuration not stated) | -2 | -0.8 | -3.7 | -0.4 | -1.5 | -1.2 | 2 | -0.6 | 2 | 0.4 | -2
Cn1cccc1/C=C1\Cc2ccccc2C1=O | -8 | 12* | 19* | 4.3* | 1.7* | 5.8 | 20 | -8.6 | -56 | 3.9* | 6
O=C(CSc1ccc(F)cc1)N1CCOCC1 | 4 | -0.1 | -1.4 | 0.9 | -0.7 | 1.0 | -3 | -0.7 | 0 | 0.4 | 0
CCn1cc(C(=O)N2CCc3ccccc32)c(=O)c2cc(S(=O)(=O)N(C)C3CCCCC3)ccc21 | -7 | -2.5 | 0.1 | -0.4 | -1.3 | 0.2 | -1 | -0.2 | 5 | -1.6 | 5
Cc1ccccc1C(=O)Nc1cccc(NC(=O)c2ncn[nH]2)c1 | -4 | -2.0 | 2.2 | 1.1 | -1.1 | -0.5 | -3 | -3.1 | 0 | -0.5 | 1
O=C(CC[C@H]1O[C@@H](n2cnc3c(NC(=O)c4ccccc4)ncnc32)[C@H](O)[C@@H]1O)NCc1ccc2c(c1)OCO2 | 4 | -0.5 | 2.4 | . | -0.6 | . | 2 | 2.1 | 4 | 1.6 | -3
Cc1c(NC(=O)C(C)OC(=O)CNC(=O)c2ccc(C(C)(C)C)cc2)c(=O)n(-c2ccccc2)n1C (configuration not stated) | 0 | -2.5 | -1.8 | 0.8 | -1.0 | 0.8 | 3 | 2.4 | 2 | -0.7 | 2
Cc1ccccc1NS(=O)(=O)c1ccc(C(=O)NCCCN2CCOCC2)cc1 | -4 | -1.4 | 0.2 | -0.7 | -1.1 | -0.8 | 3 | -2.5 | 6 | 0.1 | -5
CC(C)CC1CC(=O)OC1(C)C(=O)CSc1nc2ccccc2s1 (configuration not stated) | -27 | 3.3 | 4.2 | 1.0 | 0.6 | 2.3 | 7 | -0.8 | -2 | 0.6 | 3
CC1CC(C)CN(CCCNC(=O)C2CCC(=O)N2C2CCCC2)C1 (configuration not stated) | 2 | -2.7 | 0.1 | 0.0 | -1.1 | 1.9 | -5 | -0.3 | 1 | -0.3 | -1
O=C(c1c(F)cccc1F)N1CCN(CCOc2ccccc2)CC1 | 1 | -1.9 | -0.2 | 0.4 | -1.0 | -0.1 | -3 | -1.2 | -5 | -0.7 | -2
O=S(=O)(c1ccc(=S)[nH]c1)N1CCOCC1 | 7 | -2.7 | 3.2 | 1.4 | -1.0 | -1.0 | -4 | -0.6 | -6 | -0.2 | -1
CC(=O)c1ccc(NS(=O)(=O)Cc2ccc(Cl)cc2)cc1 | -9 | 0.3 | -0.5 | 1.5 | -1.2 | -2.3 | 0 | -4.0 | 0 | 0.0 | -3
CCOC(=O)c1sc(N(Cc2ccccc2)C(=O)CSc2ncn[nH]2)nc1C | -47 | -0.9 | -1.3 | -1.0 | -1.5 | 4.8 | 5 | -0.8 | -2 | -0.6 | 2
O=C1C2CCCN2C(c2ccc(F)cc2)N1c1nccs1 (configuration not stated) | -1 | 1.8 | 0.4 | 1.6 | -1.0 | -1.8 | -4 | -1.8 | 0 | -0.4 | 6
COc1ccc(C)cc1NC(=O)C(=O)NNC(=O)COc1ccc(Cl)cc1 | 3 | -0.4 | 0.0 | -1.4 | -1.6 | -0.8 | 4 | 1.3 | -10 | -0.8 | -3
O=C1Nc2ccccc2C1(O)Cc1ccncc1 (configuration not stated) | 1 | 0.2 | -1.4 | -0.1 | -1.0 | 0.0 | -8 | 0.3 | 1 | 0.3 | 1
Cc1cc(NC(=O)c2cc(-c3ccc(C)s3)nc3ccccc23)no1 | -9 | 1.1 | 3.3 | 1.2 | 1.7* | 0.8 | 9 | 2.8 | i | -1.1 | 2
CS(=O)(=O)c1ccc2nc(NC(=O)c3ccccc3)sc2c1 | -6 | 4.8 | 11* | 2.7 | 0.7 | 2.3 | 0 | 0.3 | -12 | 0.7 | 0
O=C(C1CCCCC1)N1CCN=C1SCc1cccc([N+](=O)[O-])c1 | -1 | -2.7 | -0.9 | -0.1 | -2.2 | 3.0 | 4 | -0.5 | -7 | -0.9 | -4
O=C(c1cc(-c2ccc(Br)cc2)n[nH]1)N1CCN(C(=O)c2ccccc2Br)CC1 | -29 | -3.6 | -2.8 | -0.8 | -1.7 | 1.7 | 3 | -0.8 | 3 | -5.4 | -2
COc1cc(C2CC(=O)c3c([nH]c(C(=O)OCCOC(C)C)c3C)C2)cc(OC)c1OC (configuration not stated) | 2 | -4.5 | -11 | -7.4 | -3.0 | -2.0 | -2 | -1.9 | 0 | -5.1 | -4

Assay outcomes as filed in PubChem.
